GPR35 arrestin U2OS – GPR35 antagonists blocking zaprinast-driven arrestin recruitment, primary screen, imaging, U2OS, beta-arrestin-GFP, zaprinast agonist (AID 2058) | G-protein coupled receptor 35 (Homo sapiens) | U2OS GPR35 beta-arrestin-GFP translocation imaging, zaprinast antagonism; higher % means a stronger effect | inhibition, % at 10 µM; hits with a dose series show IC50 in µM | 0.052% of 290,000 active;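 active = inhibition of at least 50% with at least 30 cells and total cytoplasm GFP at most 10,000,000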
RSV CPE inhibition – RSV antiviral activity via CPE protection, HEp-2 cells, primary 10 µM value included (AID 2391); HEp-2 cells, RSV-induced CPE inhibition; higher % means a stronger effect; one-dose CPE inhibition, % at 10 µM; IC50 in µM for titrated hits; 0.13% of 310,000 active; in the data active = a potency from the dose series; note: strong numbers were not always called active
NTR1 ag – agonists of NTR1, primary screen, imaging, U2OS cells, beta-arrestin-GFP, high content (AID 493036); NTR1-U2OS beta-arrestin-GFP spot imaging, agonist mode; activation, % at 20 µM; 0.17% of 330,000 active;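 active = activation at or above 40% of the spot to cytoplasm intensity ratio, with at least 20 cells analyzed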;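 note: 0% = DMSO without peptide and 100% = 100 nM NTR1 peptide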
Target sequence (P30989 whole entry, looked up): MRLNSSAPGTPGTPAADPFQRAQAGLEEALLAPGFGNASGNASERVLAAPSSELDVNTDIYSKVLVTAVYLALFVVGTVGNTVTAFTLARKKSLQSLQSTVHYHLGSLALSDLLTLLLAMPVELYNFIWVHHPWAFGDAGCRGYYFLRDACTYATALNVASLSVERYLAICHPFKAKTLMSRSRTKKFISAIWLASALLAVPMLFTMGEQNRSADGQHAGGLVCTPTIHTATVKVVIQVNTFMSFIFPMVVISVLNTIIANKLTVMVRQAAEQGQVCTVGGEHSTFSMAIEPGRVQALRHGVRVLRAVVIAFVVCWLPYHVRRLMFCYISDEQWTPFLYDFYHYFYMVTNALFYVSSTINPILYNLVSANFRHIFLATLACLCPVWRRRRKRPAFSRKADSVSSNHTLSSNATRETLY
NS5 inhibitors – Dengue-2 NS5 methyltransferase inhibitors, primary screen, biochemical, confirmation dose response (AID 588689); inhibition, % at 25 µM; hits with a dose series show IC50 in µM; Genome polyprotein (Dengue virus type 2 (strain 16681-PDK53)); Dengue-2 NS5 methyltransferase capping enzyme assay, biochemical; higher % means a stronger effect; 0.3% of 340,000 active; in the data active = a potency from the dose series
UTI89 phage lysis – inhibition of K1F phage lysis, E. coli UTI89, bacterial capsule biogenesis inhibitors, alamar blue (AID 488966); E. coli UTI89 K1F phage lysis, alamar blue, 2 h; higher % means a stronger effect; inhibition, % at 100 µM, or IC50 in µM where a hit was titrated; 0.02% of 340,000 active;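 active = phage lysis inhibition, versus mean bacterial control, above a set limit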;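 note: capsule biogenesis inhibitors block K1F phage lysis so surviving cells raise fluorescence; higher fluorescence means more inhibition of phage lysis; actives were called in the ten point dose series up to 300 µM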
AID2073 – inhibitors of Mint1-CaV2.2 protein interaction, biochemical, HTRF (AID 2073). Voltage-dependent N-type calcium channel subunit alpha-1B (Homo sapiens). inhibition, % at 20 µM; hits with a dose series show IC50 in µM. HTRF protein-protein interaction, Mint1-CaV2.2; higher % means a stronger effect. 0.19% of 290,000 active; in the data active = inhibition mostly above about 51%, no sharp cut-off; note: some results filed as inactive read as strong as hits
WT yeast gro inh – growth inhibition of WT strain, primary screen, mitochondrial fusion inhibitor project, WT and mutant strains, chemical genetic; 2.1% of 190,000 active; AID 1362, 2008; mitochondrial fusion phenotypic screen; inhibition, % at 10 µM; in the data active = inhibition above about 58%; tested in S. cerevisiae
LYP phosphatase – inhibitors of LYP phosphatase, biochemical, fluorescence intensity, uHTS (AID 1779) | Tyrosine-protein phosphatase non-receptor type 22 (Homo sapiens) | recombinant LYP phosphatase, fluorescence intensity; higher % means a stronger effect | inhibition, % at 11.5 µM, or IC50 in µM where a hit was titrated | 0.054% of 290,000 active; in the data active = inhibition above about 50%;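 note: plate controls were vehicle with enzyme for no effect and no enzyme for full effect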
Autophagy mod – autophagy modulators in MEF cells, primary screen, imaging, high-content, MEF GFP-LC3; AID 463193, 2010; MEF GFP-LC3 puncta imaging; test concentration mostly 10 µM; calls only at 10 µM (by protocol); 0.98% of 190,000 active;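 active = percentage of spot-positive cells more than 3 SD above its plate mean, without a fluorescence outlier flag or 80% toxicity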;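 note: spot-positive cell cutoff set from DMSO-treated cells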
WT yeast gro inh mutant strain – second read-out of WT yeast gro inh, no call of its own (marks repeat the call); inhibition, %; mitochondrial fusion phenotypic screen, mutant strain inhibition
Autophagy mod cell loss 18 h – also measured in Autophagy mod; calls as there; toxicity, %; measured here: cell loss, nuclei count;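 cell loss after 18 h compound exposure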
NTR1 ag cell count 20 µM – recorded beside NTR1 ag, whose call it bears; cell count; measured here: cell count, cytotoxicity flag
NS5 inhibitors pilot replicate – further read-out of NS5 inhibitors, marked with its call; inhibition, %; measured here: pilot screen replicate inhibition
The depositor's hits bear a star; i = inactive; x = no result given; [ ] = dose if it differs, or a comment.

SMILES	GPR35 arrestin U2OS	RSV CPE inhibition	NTR1 ag	NTR1 ag cell count 20 µM	NS5 inhibitors	UTI89 phage lysis	AID2073	WT yeast gro inh	WT yeast gro inh mutant strain	LYP phosphatase	Autophagy mod	Autophagy mod cell loss 18 h	others
CCCCC(=O)NC(c1ccco1)c1cc(Cl)c2cccnc2c1O (stereo not given)	2%	-4.6%	1.1	52	-3%	0.3%	10%	-9	-17	-3%	i	26
O=C(N/N=C1\CC2CC=CC12)c1ccc(Br)cc1 (stereo not given)	-9%	0.3%	0.4	56	-3%	-1.2%	13%	-29	6	2%	i	-3
COC(=O)c1ccc(C)c(NC(=O)CN(c2ccc3c(c2)OCO3)S(C)(=O)=O)c1	10%	0.8%	-0.6	59	1%	0.6%	13%	1	-18	0%	i	2
O=C1CCC(C(=O)OCc2cc(=O)oc3ccc4ccccc4c23)=NN1	-1%	3.7%	1.4	60	9%	0.3%	15%	x	x	-6%	x	x
COc1ccc(-n2c(=O)c3c4c(sc3n(CC(=O)Nc3cc(C)[nH]n3)c2=O)CCCC4)c(OC)c1	-6%	-1.3%	4.9	61	-9%	0.6%	10%	-3	13	6%	i	10
ClCc1csc(-c2ccccc2Cl)n1	4%	1.6%	-0.2	81	-2%	0.1%	11%	16	3	-5%	i	-3
CC(OC(=O)CCCOc1ccccc1)C(=O)Nc1ccc(Cl)cn1 (stereo not given)	x	2.1%	-0.8	48	-10%	0.5%[50 µM]	x	x	x	x	x	x
O=C(N/N=C/c1ccc(N2CCOCC2)s1)c1ccccc1Cl	15%	3.9%	-0.1	85	-4%	0.0%	4%	x	x	-4%	i	-5
C=CCOc1ccc(Cl)cc1CNCCCN1CCOCC1	4%	-1.3%	-0.9	65	-10%	0.9%	0%	-7	-25	-8%	i	1
O=C(NCCc1c[nH]c2ccccc12)C(=O)NCC1OCCCN1S(=O)(=O)c1cccs1 (stereo not given)	-4%	1.6%	-1.6	80	-4%	0.0%	15%	17	8	-6%	i	-3
COc1ccc(S(=O)(=O)N2CCOCC2)cc1NC(=O)CN1C(=O)NC2(CCCC2)C1=O	x	-0.4%	1.8	61	3%	0.6%[50 µM]	x	x	x	x	x	x
Cc1cc(C)c(Cn2c3ccccc3c3cnn(CC(=O)NCc4ccccn4)c(=O)c32)c(C)c1	17%	6.4%	12	62	-4%	0.0%	57%	x	x	4%	x	x
CCN1C(=NCc2cccc(Cl)c2)N[C@@H](c2cccc(F)c2)C(C(=O)OC)=C1C	7%	-1.9%	3.3	67	-2%	-0.5%	4%	x	x	-6%	x	x
CC(=O)N[C@H]1[C@H](OCc2ccccc2F)O[C@H](COC(C)=O)[C@@H](OC(C)=O)[C@@H]1OC(C)=O	12%	1.3%	1.3	56	3%	0.1%	-2%	x	x	-7%	x	x
CCC(C)Sc1nc(O)cc(=O)[nH]1 (stereo not given)	7%	0.8%	1.7	62	-3%	1.2%	-4%	-5	-6	-9%	i	-12
COCCNC(=S)N/N=C1\CC(C)CC(C)(C)C1 (stereo not given)	3%	-2.3%	1.3	57	0%	-0.2%	-16%	9	14	0%	i	-10
COc1ccc(OC)c(CN2CCN(CCc3ccccc3)C(CCO)C2)c1 (stereo not given)	7%	-2.7%	-0.8	39	0%	-1.0%	7%	6	4	-3%	i	13
COc1cc(CCC(=O)OCC(=O)Nc2ccc(C)cc2Br)cc(OC)c1OC	-2%	-0.3%	-1.1	45	33%	0.7%	5%	x	x	-9%	x	x
CCOc1ccc(-c2nnc(SCC(=O)N3CCCC3)o2)cc1	17%	2.0%	0.4	54	-13%	1.5%	-4%	x	x	-7%	x	x
C/C=N\NC(=O)COc1cc(C)ccc1C	-12%	-1.7%	1.9	26	x	x	0%	-2	-7	-6%	i	-2
Cc1nc2cc(NC(=O)N3c4ccccc4CC3C)ccc2n1C (stereo not given)	11%	3.9%	-0.3	37	3%	0.9%[50 µM]	6%	10	1	-5%	i	-3
CCC(=O)Nc1ccc(OCC2CCCO2)cc1 (stereo not given)	-4%	0.4%	-0.7	58	-11%	0.9%	18%	x	x	-8%	x	x
CC(=O)c1sc(N/N=C2\CC3CCC2(C)C3(C)C)nc1C (stereo not given)	-2%	0.2%	2.4	40	0%	0.1%	-10%	51	16	-2%	i	-3
Cc1ccccc1C(=O)N1CCC(C(=O)Nc2nc3ccc(F)cc3s2)CC1	x	21%	-1.1	62	5%	-0.1%[50 µM]	x	x	x	x	x	x
COc1ccccc1-c1nnc(SCC(=O)NC2CCCCC2)o1	-6%	-0.1%	1.1	54	-7%	-8.6%	7%	3	1	-1%	x	x
C/C(=N\NC(=O)c1ccc(Cl)c(Cl)c1)c1ccccn1	-4%	13%	7.9	87	1%	1.7%[50 µM]	46%	x	x	-3%	x	x
CSc1ccc(CN(C)C(=O)COc2ccc(C(=O)c3ccccc3)cc2)cc1	-5%	4.1%	2.5	47	-2%	-0.1%	4%	x	x	1%	x	x
O=c1[nH]c(CN2CCc3ccccc3C2)nc2ccccc12	-8%	0.1%	0.4	33	8%	0.0%	0%	-1	9	-1%	i	3
O=C1c2oc3ccccc3c(=O)c2C(c2ccc(O)cc2)N1c1nccs1 (stereo not given)	1%	1.8%	5.3	44	13%	0.2%	29%	-1	4	0%	i	0
CCC/C(O)=C1\C(=O)CC(C)(C)CC1=Nc1cccc([N+](=O)[O-])c1	1%	0.9%	0.0	81	-7%	0.6%[50 µM]	6%	x	x	-1%	x	x

Structural class: the entries above with bromine
SMILES	GPR35 arrestin U2OS	RSV CPE inhibition	NTR1 ag	NTR1 ag cell count 20 µM	NS5 inhibitors	UTI89 phage lysis	AID2073	WT yeast gro inh	WT yeast gro inh mutant strain	LYP phosphatase	Autophagy mod	Autophagy mod cell loss 18 h	others
O=C(N/N=C1\CC2CC=CC12)c1ccc(Br)cc1 (stereo not given)	-9%	0.3%	0.4	56	-3%	-1.2%	13%	-29	6	2%	i	-3
COc1cc(CCC(=O)OCC(=O)Nc2ccc(C)cc2Br)cc(OC)c1OC	-2%	-0.3%	-1.1	45	33%	0.7%	5%	x	x	-9%	x	x

More records.
SMILES	GPR35 arrestin U2OS	RSV CPE inhibition	NTR1 ag	NTR1 ag cell count 20 µM	NS5 inhibitors	UTI89 phage lysis	AID2073	WT yeast gro inh	WT yeast gro inh mutant strain	LYP phosphatase	Autophagy mod	Autophagy mod cell loss 18 h	others
C/C=C/C(=O)OCC(=O)Nc1c(Cl)cccc1Cl	13%	2.4%	1.1	77	-1%	0.9%	3%	42	4	-6%	i	-5	NS5 inhibitors pilot replicate=1.2
C=C1C(=O)[C@@]23[C@H](O)C[C@@H]4C(C)(C)CC[C@H](O)[C@]4(C)[C@@H]2C[C@H](O)[C@@H]1[C@H]3O	-1%	-3.7%	-0.8	99	-46%	0.0%	-2%	-10	-5	2%	i	39
Cc1ccc(CS(=O)(=O)CCC(=O)NCCCN2CCCC2=O)cc1	5%	0.3%	0.4	46	-3%	0.0%	1%	35	37	-10%	i	18
O=C(c1ccc(Cl)c(S(=O)(=O)N2CCCCCC2)c1)N1CCN(c2ccccc2O)CC1	-5%	1.1%	3.3	55	-7%	0.3%	7%	-2	-16	3%	i	-3
O=C(CSc1nc2ncc(Cl)cc2[nH]1)Nc1cccc(F)c1	-12%	10%	3.8	51	-5%	-0.2%	0%	x	x	-11%	x	x
Nc1nc(-c2ccc(-n3nncc3-c3ccco3)cc2)cs1	-3%	3.9%	1.6	59	x	x	0%	x	x	-5%	x	x
Cn1c(=O)c2c(nc(NNC(=O)C(F)(F)F)n2C)n(C)c1=O	7%	2.3%	0.7	51	-6%	0.4%	0%	4	2	0%	i	1
Cc1cc(NC(=O)c2ccccc2)n(-c2ccccc2)n1	2%	2.1%	0.1	38	2%	0.8%	0%	-20	-10	-3%	i	-12
O=C1CCN(S(=O)(=O)c2ccccc2)CCN1CCOCc1ccc(Cl)cc1	3%	-0.5%	3.0	69	-13%	0.3%	-8%	x	x	0%	x	x
CN1C(=O)CSc2ccc(NC(=O)N3CCOCC3)cc21	8%	0.0%	2.2	56	1%	4.7%	-1%	18	5	2%	i	-4
C=CCN(C(=O)Cc1cccs1)c1nc(-c2ccc(S(C)(=O)=O)cc2)cs1	-7%	0.5%	1.7	48	-10%	0.1%	6%	x	x	-8%	x	x
Cc1ccc2c(c1)N(CC(=O)N1CCCCCC1)C(=O)c1cccnc1O2	-2%	0.5%	2.2	64	-3%	0.1%	9%	x	x	-13%	x	x
Cc1ccc(C(=O)Nc2ccc(Cc3ccncc3)cc2)cc1[N+](=O)[O-]	-4%	6.8%	0.2	41	-13%	-0.1%	-17%	9	22	-1%	i	28
CN(Cc1nc(-c2ccncc2)no1)S(=O)(=O)c1ccccc1	5%	2.2%	2.4	40	-3%	0.6%	2%	1	-7	2%	i	-7
Cc1cc(NC(=O)C(C)SCC(=O)Nc2ccccc2N2CCCC2)no1 (stereo not given)	x	-2.6%	-1.7	41	-6%	6.3%	x	x	x	x	x	x
CC(=O)N1CCN(CC(O)COc2ccc(S(=O)(=O)N3CCOCC3)cc2)CC1 (stereo not given)	x	-0.2%	0.0	57	1%	0.2%[50 µM]	x	x	x	x	x	x
CCOCCN1CCN(c2c(CC)c(C)nc3cc(-c4cc(OC)cc(OC)c4)nn23)CC1	-11%	8.8%	3.0	58	-5%	0.9%	10%	35	33	-2%	i	7
CC(C)(C)C(=O)Cn1ncc(N2CCOCC2)c(Cl)c1=O	-3%	0.2%	-0.2	125	-1%	0.7%	-8%	x	x	-7%	x	x
CC(=O)c1cccc(NC(=O)C2COc3ccccc3O2)c1 (stereo not given)	-7%	1.7%	0.4	61	-18%	1.0%	2%	x	x	-7%	x	x
Cc1cc(NC(=O)CCC(=O)N(Cc2ccco2)C(C(=O)NC2CCCC2)c2ccccc2F)no1 (stereo not given)	-10%	0.9%	-0.6	43	-9%	0.1%	4%	x	x	-3%	x	x
COc1cc(C)c(C)cc1S(=O)(=O)NC1CC(C)(C)NC(C)(C)C1	-12%	-1.9%	0.3	71	1%	0.1%	4%	x	x	-2%	x	x	NS5 inhibitors pilot replicate=-2.4
CCCCn1nnnc1SCC(=O)Nc1ccc2c(c1)OCCO2	-7%	1.2%	-2.0	98	-11%	1.1%	10%	-7	-3	-10%	i	0
O=C(Cc1cccs1)N1CCCC(c2nc3c(nnn3Cc3cccc(Cl)c3)c(=O)[nH]2)C1 (stereo not given)	-25%	-2.3%	3.5	72	1%	0.7%	-2%	-6	-5	0%	i	7
O=C(Nc1ccc(N2CCOCC2)c(Cl)c1)c1cccnc1Cl	8%	3.0%	-1.5	29	-8%	5.1%	1%	-6	-6	-8%	i	-5

High-throughput results: PubChem, several laboratories
